# CRFR2-BP ag – agonists of CRF-BP/CRF-R2 complex, primary screen, cell-based, HEK293, calcium dye fluorescence, uHTS. CRF-binding protein / CRF receptor 2 complex (human). calcium dye fluorescence (FLIPR); percent of saturating CRF peptide response. activation, % at 13.2 µM. 350,000 tested, 0.46% active. AID 588473, 2011;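 active = activation of at least 50%, plus an integration ratio under a set limit after plate pattern correction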;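 also: plate controls were neutral control wells without compound for no effect and CRF at EC100 for full effect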
# IDE act – human IDE activators in live cells, primary screen, fluorescence polarization, HEK cells, FAbeta-B substrate. 340,000 tested, 0.073% active. Insulin-degrading enzyme (Homo sapiens), P14735. FAbeta-B cleavage; 0% vehicle, 100% cell-free pure enzyme wells. AID 493087, 2011. activation, % at 5.96 µM;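 active = activation above the mean of all tested compounds plus 3 SD, set per screening campaign, cut at about 17% in these data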
# p-CIP stab down – p/CIP-EGFP fusion destabilizers, primary screen, fluorescence, F442A cells. Q05BA5. 16 h. decrease of EGFP signal, % at 10 µM. 290,000 tested, 0.01% active;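 active = EGFP signal decrease of at least 30% at 10 µM or well 3 SD below plate mean, unless failing retest; inactive = the rest, including hits failing retest or dose response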; also: some compounds called inactive have numbers as strong as hits; many of its hits are not listed in these tables
# PHOSPHO1 block – PubChem AID 1565. Phosphoethanolamine/phosphocholine phosphatase (Homo sapiens), Q8TCT1. recombinant PHOSPHO1, absorbance phosphatase assay. inhibition, % at 13.3 µM. 290,000 tested, 1.1% active; in the data active = inhibition above about 60%
# Target sequence (Q8TCT1 whole entry, looked up): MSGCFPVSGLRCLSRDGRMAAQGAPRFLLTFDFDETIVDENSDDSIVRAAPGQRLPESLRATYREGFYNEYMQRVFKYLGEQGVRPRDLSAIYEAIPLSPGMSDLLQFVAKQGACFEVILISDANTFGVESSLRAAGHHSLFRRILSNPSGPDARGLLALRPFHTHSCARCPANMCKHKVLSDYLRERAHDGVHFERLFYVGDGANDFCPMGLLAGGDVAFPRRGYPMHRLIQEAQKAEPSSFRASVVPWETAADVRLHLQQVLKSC
# IDE inh – human IDE inhibitors in live cells, primary screen, fluorescence polarization, HEK cells, FAbetaB substrate | Insulin-degrading enzyme (Homo sapiens), P14735 | FAbetaB cleavage | inhibition, % at 5.59 µM | 320,000 tested, 0.41% active | AID 434962, 2010;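 active = percent inhibition above the average of all tested compounds plus 3 SD, set per screening campaign, cut at about 16% in these data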;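 also: IDE supplied by intact live HEK cells; FP after avidin binding of uncleaved biotin substrate so inhibition keeps polarization high; 0% = DMSO wells and 100% = 60 µM reference IDE inhibitor Ii1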
# GalR3 antag – GalR3 antagonists in HEK293 cells, primary screen, cell-based, fluorescence readout; AID 651719, 2012; inhibition, % at 3 µM; HEK293 GalR3-CNG cAMP membrane potential fluorescence; galR3 body fused to GalR1 C-terminus; 360,000 tested, 0.44% active;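 active = inhibition above the screen-wide average plus 3 SD, cut at about 13% in these data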;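 also: forskolin and galanin both at EC90 stimulate the cells; cAMP rise reported by CNG channel membrane potential dye signal; 0% = forskolin plus galanin with DMSO and 100% = forskolin alone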
# CRFBP-R2 block – antagonists of CRF-BP/CRF-R2 complex, primary screen, cell-based, HEK293, calcium dye fluorescence, uHTS; CRF-induced calcium fluorescence; inhibition, % at 11.8 µM; 350,000 tested, 0.59% active; AID 588475, 2011;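 active = inhibition of the ligand-induced calcium signal above about 50% at the single tested concentration, limit read from the data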
# CHRM4 PAM – human M4 muscarinic receptor positive allosteric modulators, primary screen, CHO-K1 cells, Fluo-8 calcium fluorescence | 360,000 tested, 0.4% active | activation, % at 3 µM | CHO-K1 hM4/Gqi5, ACh EC20; 0% = ACh EC20, 100% = maximal ACh | Muscarinic acetylcholine receptor M4 (Homo sapiens), P08173;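 active = activation above its plate's cutoff, the mean activation of sample wells plus 3 SD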; also: some results filed as inactive read as strong as hits
# MEKK3 PB1 HTS – modulators of MEKK3-MEK5 PB1 binding, primary screen, biochemical, wildtype MEKK3, multiplex bead flow cytometry, Alexa488-MEK5. binding response (% of control), % at 10 µM. bead-based flow cytometry, Alexa488-MEK5 binding to MEKK3; actives lie on both sides; 0 = blocked by unlabeled MEK5, 100 = vehicle. 290,000 tested, 1.4% active. Mitogen-activated protein kinase kinase kinase 3 (Homo sapiens), Q99759;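 active = binding response more than 3 SD above or below the average of its plate-row segment, actives on both sides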;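 also: Alexa488 bead fluorescence after subtracting the streptavidin-only scavenger bead signal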
# Target sequence (Q99759 whole entry, looked up): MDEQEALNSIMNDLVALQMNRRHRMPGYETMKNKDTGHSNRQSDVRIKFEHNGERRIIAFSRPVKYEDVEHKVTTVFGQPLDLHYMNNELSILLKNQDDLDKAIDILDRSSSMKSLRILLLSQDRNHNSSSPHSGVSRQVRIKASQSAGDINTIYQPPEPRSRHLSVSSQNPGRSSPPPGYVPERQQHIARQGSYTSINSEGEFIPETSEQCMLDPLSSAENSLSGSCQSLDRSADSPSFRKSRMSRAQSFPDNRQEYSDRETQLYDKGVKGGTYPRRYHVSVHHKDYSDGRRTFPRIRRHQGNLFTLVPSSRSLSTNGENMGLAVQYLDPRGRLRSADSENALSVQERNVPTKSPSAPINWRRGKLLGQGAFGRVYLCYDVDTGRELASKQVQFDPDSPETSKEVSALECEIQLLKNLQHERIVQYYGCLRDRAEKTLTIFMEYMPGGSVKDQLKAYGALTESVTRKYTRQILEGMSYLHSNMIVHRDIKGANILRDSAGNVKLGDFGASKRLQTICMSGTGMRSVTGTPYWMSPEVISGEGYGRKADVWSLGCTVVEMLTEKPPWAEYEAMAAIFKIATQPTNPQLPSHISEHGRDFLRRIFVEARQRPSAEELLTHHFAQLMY
# Starred values were filed as active, the others as inactive; . = no result given; [ ] = remark or other dose.
item	Molecule	CRFR2-BP ag	IDE act	p-CIP stab down	PHOSPHO1 block	IDE inh	GalR3 antag	CRFBP-R2 block	CHRM4 PAM	MEKK3 PB1 HTS
1	Cc1cc(F)ccc1NCc1cc2c(cc1[N+](=O)[O-])OCO2	-1.4	3	-14	-10	7	-5	13	-10	106
2	Cc1nc2nc(-c3ccccc3)[nH]n2c(=O)c1C	-0.5	9	7	-11	-2	-5	-11	15	107
3	COc1ccc(OC)c(Cc2nnc(CCC(=O)NC3CCCC3)o2)c1	-0.6	3	0	11	1	0	-9	7	98
4	Cc1ccc(-c2cc3nc(C)cc(NCc4ccco4)n3n2)cc1	0.2	3	0	-26	9	-3	0	6	96
5	Cc1cc(N2C(=O)CC(Cc3ccccc3)C2=O)no1 (stereo unspecified)	1.1	4	-6	-14	5	-1	1	-3	103
6	COc1ccccc1CSc1nc2ccccc2[nH]1	-1.7	-5	-6	0	-1	-2	15	-5	103
7	Cc1ccc(NC(=O)C2(c3ccccc3)CCCC2)nc1	-1.5	0	.	.	3	-3	0	1	106
8	CCOC(=O)C1CCCN(C(=O)/C=C/c2cc(OC)c(OC)c(OC)c2)C1 (stereo unspecified)	-2.3	3	-10	44	8	-5	6	-1	93
9	CCOC(=O)c1c(S(=O)(=O)N(C)Cc2ccccc2)c(C)n(C)c1C	1.6	-3	3	22	-1	-5	-26	-2	99
10	COc1ccc(NC(=O)CSc2nc3c(c(=O)[nH]2)CCC3)cc1OC	-0.8	4	0	14	0	3	-9	6	90
11	Cc1cc(NC(=O)CSCC(=O)Nc2ccc(Cl)c(C(F)(F)F)c2)no1	-0.9	3	.	.	4	-1	-18	0	.
12	Cc1cc(/C=N/NC(=O)c2c(Br)cnn2C)c(C)n1-c1cccc(Br)c1	1.6	-6	3	-3	0	-2	18	-5	107
13	CCOc1ccc(NC(=O)c2cc3cc4ccc(OC)cc4nc3o2)cc1	2.0	-1	-8	6	0	-2	10	0	2.0*[inhibitor]
14	CC(=O)Nc1cccc(NC(=O)Nc2cccc(F)c2)c1	0.0	-1	-3	30	-6	-5	4	-1	102
15	O=C(Nc1cccc(F)c1)C1CCN(C(=O)c2ccc(Br)cc2)CC1	-1.4	-2	-6	7	-2	-4	-30	2	93
16	COc1cccc(C(=O)Cn2c(=N)n(C)c3ccccc32)c1	-0.8	7	18	13	-1	-1	14	-11	102
17	COc1ccc(NC2=CC(=O)CC(c3ccccc3)C2)c(OC)c1 (stereo unspecified)	-0.2	4	-5	20	2	-4	14	14	102
18	Cc1ccc(OCc2cc(C(=O)N3CCCCCCC3)no2)cc1C	0.3	2	5	18	6	-2	19	-5	101
19	CC1CCCCN1C(=O)CSc1nnc(-c2ccc(Cl)s2)o1 (stereo unspecified)	0.4	0	-6	60	3	0	-9	-4	102
20	CCN1CCc2c(sc(NC(=O)COc3ccccc3)c2C(=O)OC)C1	0.7	0	0	58	-2	-6	-7	0	88
21	O=c1c2ccccc2cnn1CCOc1ccccc1	2.6	-6	1	-14	5	-12	0	3	94
22	COc1ccc(Cl)cc1NC(=O)CN(C)C(=O)c1cc2c(F)cccc2s1	2.4	-1	.	.	0	-7	-1	-3	.
23	Cc1cc(C)cc(C(=O)N2CC(C)SC2=Nc2cccc(S(=O)(=O)N(C)C)c2)c1 (stereo unspecified)	-1.3	5	3	4	1	-4	28	-5	98
24	Cc1cccc(C)c1NC(=S)N(c1ccccc1)C(C)C	0.7	3	-4	-3	-7	-6	7	0	96
25	Cc1ccc(CNC(=O)C2CCN(S(=O)(=O)c3cccc4nonc34)CC2)cc1	-0.6	-4	10	-8	4	-5	17	4	103
26	COCC(C)NC(C(=O)Nc1ccc(C)c(Cl)c1)c1ccccc1 (stereo unspecified)	-1.5	5	-7	-3	-4	-2	18	-8	101
27	CN1CCN(C(=O)/C(=C\c2cccc([N+](=O)[O-])c2)NC(=O)c2cccs2)CC1	-0.7	6	-1	45	2	7	-9	0	94
28	O=C(Nc1ccc(C(F)(F)F)cc1)C1CCCCN1S(=O)(=O)c1ccccc1 (stereo unspecified)	2.2	2	.	.	1	-2	38	-1	.
29	C[C@H](CO)N1C[C@H](C)[C@@H](CN(C)C(=O)Nc2cccc(Oc3ccccn3)c2)OCc2cnnn2CCCC1=O	5.9	.	.	.	.	-6	10	0	.
30	NC(=O)c1ccccc1NC(=O)COc1ccc(Cl)cc1	0.5	3	3	25	3	-8	3	-8	104
31	CN1CCN(C(=O)C23CC4CC(C)(CC(C)(C4)C2)C3)CC1	-0.3	4	-5	37	0	0	-11	-18	94
32	COc1cc(C(C(=O)NCC2CCCO2)N(C(=O)Cn2nnc3ccccc32)c2ccc(C(C)=O)cc2)ccc1O (stereo unspecified)	0.0	5	-19	26	9	-1	1	-4	103
33	Cc1nc(N/N=C/c2ccccn2)sc1C	-2.3	.	4	-9	-4	-6	9	.	121
34	O=C(O)c1ccc(Oc2cc(Oc3ccc(C(=O)O)cc3)cc([N+](=O)[O-])c2)cc1	-1.4	0	-2	30	-3	-10	8	-4	108
35	CCOC(=O)c1cnc(SC2CC(=O)N(c3ccccc3)C2=O)nc1N (stereo unspecified)	-1.1	3	-4	32	-1	-1	0	-2	89
36	Cc1cccc(C2c3[nH]c4ccccc4c3CCN2C(=O)c2nn(C)c(=O)c3ccccc23)n1 (stereo unspecified)	0.3	5	11	7	3	-1	0	-9	62
37	Cc1cc(NC(=O)CSc2nc3c(cc2C#N)CCC3)no1	-0.8	-4	-2	36	-1	-11	-2	0	100
38	COc1cc(NC(=O)C(C)Oc2ccccc2)c(C(=O)O)cc1OC (stereo unspecified)	-0.3	1	9	-14	8	-2	-7	-1	100
39	N#Cc1cccc(NC(=O)c2ccc(S(=O)(=O)N3CCOCC3)cc2)c1	0.8	9	.	.	1	-5	1	5	.
40	COc1cc2c(cc1OC)CN(c1nc(CN3CCCC3)nc3sc(C)c(C)c13)CC2	0.2	3	-23	27	2	-5	2	-15	106
41	COc1ccc(C(=O)CSc2nc(C)cc(C)n2)cc1[N+](=O)[O-]	-2.4	3	5	0	-5	1	11	-1	99
42	Cc1ccc2c(c1)N1C(=O)c3ccccc3C1C1=C(CC(C)(C)CC1=O)N2 (stereo unspecified)	-4.2	3	4	-6	1	2	-9	-1	103
43	O=C(C1CC(c2ccc(F)cc2)=NO1)N1CCN(c2ccccc2)CC1 (stereo unspecified)	1.2	3	-2	7	-4	.	-11	-5	105
44	CC(C)n1c(=O)c2c(O)cc(=O)oc2c2ccccc21	3.6	1	5	11	0	-5	0	17	97
45	C/C(CC(=O)NCc1ccc(Cl)cc1)=N\NC(=O)c1ccccc1F	2.8	-3	-4	-23	-1	-3	-18	-3	91
46	CCOC(=O)c1sc(NC(=O)c2ccncc2)c(C#N)c1C	24	-6	7	14	4	0	36	7	86
47	Cc1cc(N2CCN(C(=O)c3ccco3)CC2)n2nc(C)c(-c3ccccc3)c2n1	-0.3	-6	-8	-46	.	-2	21	-7	111
48	Nc1nnc(SCC(=O)c2ccc3ccccc3c2)s1	0.4	2	0	75*	-1	4	-7	.	.
49	COc1ccc(S(=O)(=O)Nc2cccc(SC)c2)cc1OC	-2.0	-1	0	-1	-1	-8	-3	-3	97
50	Cc1ccc([C@H]2C(C(=O)O)=C[C@@H](C(C)(C)C)N2S(=O)(=O)c2ccc(C)cc2)cc1	-1.3	4	.	.	-3	-6	7	8	.
51	CC[C@@H]1C(c2cccc(Cl)c2)=NN(c2ccc(Br)cc2)[C@H]1C(=O)N1CCOC1=O	-0.7	-1	.	.	.	.	2	-4	.
52	O=[N+]([O-])c1ccc(NCCCNS(=O)(=O)c2ccccc2)c(Cl)c1	-0.6	0	-10	6	0	-2	11	-8	101
53	COc1ccccc1NC(=O)CN(Cc1ccco1)C(=O)c1ccc(N2CCCC2=O)cc1	-6.0	3	.	.	4	-5	-2	-4	.
54	COc1ccccc1NC(=O)CCN1CCN(c2ccc(Cl)cc2)CC1	-2.1	-1	-43	.	2	-9	0	-4	100
55	O=S(=O)(Nc1ncccn1)c1ccc(NC(=S)N2CCN(c3cccc(C(F)(F)F)c3)CC2)cc1	0.6	-16	-2	20	8	-3	-9	2	104
56	N#CCC(C(=O)c1cccnc1)c1ccccc1 (stereo unspecified)	-3.0	.	.	.	.	6	-19	1	.
57	C=CCn1c(C)cc(C(=O)COc2ccc(C)nc2[N+](=O)[O-])c1C	1.9	6	3	6	7	-5	29	-1	103
58	Cc1ccc(C)c(N2C(=O)c3cc(N4CCOCC4)c([N+](=O)[O-])cc3C2=O)c1	-2.2	4	-6	-7	6	3	-6	2	98
59	COC(=O)c1cc2oc3ccccc3c2n1CC(=O)Nc1ccccc1OC	-0.3	5	-15	0	-1	-1	-2	3	107
60	N#C/C(=C(/O)c1ccc([N+](=O)[O-])cc1)c1nc2ccccc2[nH]1	0.4	.	-4	13	6	-6	12	10	105

# 2 entries drawn at random from the list so far:
item	Molecule	CRFR2-BP ag	IDE act	p-CIP stab down	PHOSPHO1 block	IDE inh	GalR3 antag	CRFBP-R2 block	CHRM4 PAM	MEKK3 PB1 HTS
57	C=CCn1c(C)cc(C(=O)COc2ccc(C)nc2[N+](=O)[O-])c1C	1.9	6	3	6	7	-5	29	-1	103
54	COc1ccccc1NC(=O)CCN1CCN(c2ccc(Cl)cc2)CC1	-2.1	-1	-43	.	2	-9	0	-4	100

# In the list so far, these have bromine.
item	Molecule	CRFR2-BP ag	IDE act	p-CIP stab down	PHOSPHO1 block	IDE inh	GalR3 antag	CRFBP-R2 block	CHRM4 PAM	MEKK3 PB1 HTS
12	Cc1cc(/C=N/NC(=O)c2c(Br)cnn2C)c(C)n1-c1cccc(Br)c1	1.6	-6	3	-3	0	-2	18	-5	107
15	O=C(Nc1cccc(F)c1)C1CCN(C(=O)c2ccc(Br)cc2)CC1	-1.4	-2	-6	7	-2	-4	-30	2	93
51	CC[C@@H]1C(c2cccc(Cl)c2)=NN(c2ccc(Br)cc2)[C@H]1C(=O)N1CCOC1=O	-0.7	-1	.	.	.	.	2	-4	.

# New compounds follow:
item	Molecule	CRFR2-BP ag	IDE act	p-CIP stab down	PHOSPHO1 block	IDE inh	GalR3 antag	CRFBP-R2 block	CHRM4 PAM	MEKK3 PB1 HTS
61	Cc1ccc(NS(=O)(=O)c2ccc(CCC(=O)NCCCOC(C)C)cc2)cc1	7.5	-4	-2	-12	5	-7	-7	-10	91
62	CCCCNC(=S)NCCN1CCN(C(=S)NCCCC)CC1	1.5	0	10	13	0	5	5	6	109
63	O=C(CSc1nc2ccncc2[nH]1)Nc1ccccc1C(F)(F)F	-1.4	1	0	16	-5	-6	9	-2	92
64	COCCn1nnnc1CN(Cc1cc2cc(OC)c(OC)cc2[nH]c1=O)C1CCCC1	17	4	-5	33	2	0	-13	8	107
65	COc1ccc(S(=O)(=O)Nc2cc3c4c(oc3c3ccccc23)CCCC4=O)cc1	-0.6	5	-16	7	4	-6	2	-4	96
66	COc1ccc([C@H]2C[C@H](O)[C@@H](n3cc(-c4ccc(F)cc4)nn3)CN2C(=O)C2CCCCC2)cc1	1.1	.	.	.	.	-3	2	11	.

# The order is random; overall some 4.2% were active at least once.
